# LGR2 antag – Drosophila LGR2 receptor signaling inhibition | HEK293 LGR2, CRE-luciferase, bursicon-stimulated, 4 h | inhibition, % at 9.99 µM | hit rate 0.35% among 380,000;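 active means drop in luminescence signal, shown as inhibition above about 50% in the replicate tests, limit read from the data, passing the limit was not always enough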;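 further: agonist challenge used bursicon conditioned medium at about half maximal strength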
# S100A4 MyoIIA – blocks human S100A4 binding to myosin IIA peptide; S100A4/TAMRA-MyoIIA peptide fluorescence polarization; inhibition, % at 10.7 µM; hit rate 0.14% among 360,000; AID 652163;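 active means mean inhibition of at least 70% across replicates, with every replicate also reaching that level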
# Target sequence (P26447 whole entry, looked up): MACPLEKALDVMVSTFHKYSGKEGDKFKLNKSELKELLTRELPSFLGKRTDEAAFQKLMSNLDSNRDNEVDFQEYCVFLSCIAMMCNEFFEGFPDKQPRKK
#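 Material: human S100A4 monomer with TAMRA-labelled myosin IIA peptide; buffer or medium: HEPES pH 7.2 with CaCl2, KCl, NaCl, DTT, Triton; compound dosing: one concentration per compound; schedule: 5 min incubation before reading; benchmarks: neutral control DMSO, positive control TFP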
# esBAF inh – inhibitors of esBAF chromatin remodeling in mouse ES cells; Bmi1-luciferase knock-in reporter, 24 h; 100% = twice the neutral-well signal; reporter increase, % at 12.5 µM; hit rate 2% among 350,000; AID 602393; in the data active means activation above about 40%;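 further: 0% = median of the plate's neutral control wells and 100% = double that signal; a rise in the Bmi1 reporter signal indicates esBAF inhibition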
# Statin myotox sup – suppressors of simvastatin-induced myotoxicity in C2C12 myotubes. ATP luminescence, 48 h; scaled: DMSO 0, geranylgeraniol control 100. rescue of ATP level, % at 7.49 µM. hit rate 0.78% among 330,000;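 active means mean ATP rescue above about 67%, or every replicate alone reaching that limit, limit read from the data, passing the limit was not always enough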;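 further: myotubes were challenged with 10 µM simvastatin during compound exposure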
# FN deposition inh – fibronectin deposition inhibition. inhibition, % at 12.6 µM. AH1F fibroblasts, Alexa488-fibronectin deposition fluorescence, overnight. hit rate 0.086% among 350,000;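 active means mean inhibition across replicates of 30% or more, regardless of how many single replicates reach that level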;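 further: positive control wells lacked labelled fibronectin entirely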
#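 Material: AH1F fibroblast monolayer depositing Alexa488-labelled fibronectin into matrix | Input: 10000 AH1F cells/well | Medium: DMEM plus 2% serum, read in PBS | Reagent: Alexa488-fibronectin, 24 nM final in well | Compound dosing: One dose per compound, pinned | Schedule: 1 h adhesion, overnight exposure | Measured by: Fluorescence at 485 nm excitation, 525 nm emission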
# SIRT5 inh – blocks human SIRT5 desuccinylation of peptide; Purified SirT5, succinyl-peptide AMC, trypsin-coupled fluorescence; hit rate 1.1% among 330,000; AID 652115; inhibition, % at 15 µM; in the data active means inhibition above about 15%
# Target sequence (Q9NXA8 whole entry, looked up): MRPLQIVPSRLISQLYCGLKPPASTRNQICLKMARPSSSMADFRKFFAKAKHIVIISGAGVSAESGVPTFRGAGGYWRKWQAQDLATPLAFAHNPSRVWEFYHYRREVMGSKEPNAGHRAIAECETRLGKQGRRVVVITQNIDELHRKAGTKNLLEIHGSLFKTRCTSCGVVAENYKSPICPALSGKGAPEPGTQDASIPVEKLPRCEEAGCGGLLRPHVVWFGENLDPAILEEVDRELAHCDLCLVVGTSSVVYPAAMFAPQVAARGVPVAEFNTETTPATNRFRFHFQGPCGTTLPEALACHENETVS
# Casp6 inh – inhibitors of human caspase-6 | hit rate 0.53% among 350,000 | AID 686996 | inhibition, % at 12.5 µM | P55212 | purified caspase-6, Z-VEID-R110 cleavage fluorescence;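 active means mean inhibition across replicates at least about 35%, with every replicate also reaching that limit, limit read from the data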;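 further: 0% = median of neutral control wells and 100% = no fluorescence left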
# Target sequence (P55212 24-179 limits assumed): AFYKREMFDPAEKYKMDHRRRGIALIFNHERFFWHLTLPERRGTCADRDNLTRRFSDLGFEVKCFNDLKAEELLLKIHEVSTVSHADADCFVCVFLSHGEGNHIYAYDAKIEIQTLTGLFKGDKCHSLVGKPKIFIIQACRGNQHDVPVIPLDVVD
# Target sequence (P55212 194-293 limits assumed): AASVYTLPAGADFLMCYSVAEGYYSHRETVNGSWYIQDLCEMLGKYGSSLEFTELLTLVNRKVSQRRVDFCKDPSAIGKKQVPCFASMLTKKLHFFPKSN
# Numbers without * were called inactive; . = not tested or not shown; & = joins results of further samples.
no.	molecule	LGR2 antag	S100A4 MyoIIA	esBAF inh	Statin myotox sup
1	CC(Sc1nnc2ccccn12)C(=O)Nc1ncc(Cl)cc1Cl (stereo not given)	.	.	11	-3
2	Cc1ccc(C)c(C(=O)Nc2cc(C)nn2-c2nc(C)cc(C)n2)c1	9	-6	.	.
3	CC1CCCCN1C(=O)Nc1cccc(Cl)c1 (stereo not given)	.	.	7	2
4	Cc1ccc(C(=O)Nc2ncc(Cc3ccc(F)cc3)s2)o1	.	.	-1	-1
5	C[C@@H]1CCCCO[C@H](CN(C)C(=O)C2CCCCC2)[C@@H](C)CN([C@@H](C)CO)C(=O)c2cc(NS(=O)(=O)c3cn(C)cn3)ccc2O1	12	3	-1	.
6	CO[C@H]1/C=C/O[C@@]2(C)Oc3c(C)c(O)c4c(O)c(c(C=NN5CCN(C)CC5)c(O)c4c3C2=O)NC(=O)/C(C)=C\C=C\[C@H](C)[C@H](O)[C@@H](C)[C@@H](O)[C@@H](C)[C@H](OC(C)=O)[C@@H]1C	8	-2	7	18
7	CCCCCC(=O)NNC1=NCC(Cc2ccccc2)S1 (stereo not given)	12	0	.	.
8	COC(=O)CCCC1=CC2=C(c3ccccc3)C(=O)C(C)(OC(=O)C3CCCC3)C(=O)C2=CN1c1ccccc1 (stereo not given)	-4	-5	6	-1
9	Cc1cc(=O)oc2c(C)c(OCC(=O)NCC3CCC(C(=O)O)CC3)ccc12 (stereo not given)	.	-3	-9	-4
10	O=C(OCC(=O)N1CCc2ccccc21)c1cccc(S(=O)(=O)N2CCCc3ccccc32)c1	16	.	2	1

no.	FN deposition inh	SIRT5 inh	Casp6 inh
1	5	.	.
2	-1	-6	-3
3	5	.	.
4	-7	.	.
5	.	0	0
6	-1	9	9
7	.	-4	-2
8	2	0	0
9	.	.	3
10	3	.	.

# The list continues:
no.	molecule	LGR2 antag	S100A4 MyoIIA	esBAF inh	Statin myotox sup
11	CN1CCN(C(=O)C[C@H]2CC[C@@H]3[C@H](COC[C@@H](O)CN3C(=O)Nc3ccc4c(c3)OCO4)O2)CC1	-9	-1	3	3
12	O=C1C(=O)N(CCCN2CCOCC2)C(c2ccc([N+](=O)[O-])cc2)/C1=C(/O)c1ccc2c(c1)OCO2 (stereo not given)	-8	-1	-5	1
13	COc1cccc(NC(=O)c2cnc(SC)nc2C)c1	-7	-3	9	-2
14	CC(C)Oc1ccc(/C=C(\NC(=O)/C=C/c2ccco2)C(=O)NCCc2nc3ccccc3[nH]2)cc1	.	-13	.	.
15	C[C@H](NC(=O)C[C@@H]1CC[C@@H](NC(=O)C2CCOCC2)[C@H](CO)O1)c1ccccc1	2	-1	-1	1
16	CC1=C(C(=O)N(C)C)CC(CC(=O)NC2CCCCC2)C(=O)N1CCCN1CCCC1=O (stereo not given)	-18	4	-3	3
17	C[C@H](CO)N1C[C@H](C)[C@H](CN(C)C(=O)Nc2cccc3ccccc23)OCCCC[C@H](C)Oc2ccc(NC(=O)Nc3ccc4c(c3)OCO4)cc2C1=O	9	-5	7	90*
18	Nc1c(C(=O)N2CCOCC2)sc2nc3c(cc12)CCC3	-37	-2	.	.
19	COc1nccnc1NS(=O)(=O)c1ccc(NC(=S)NC(=O)/C=C/c2ccc(F)cc2)cc1	22	2	.	.
20	CCn1nc(NS(=O)(=O)c2ccc(C)cc2)c2cc3ccccc3nc21	7	1	-3	16

no.	FN deposition inh	SIRT5 inh	Casp6 inh
11	2	2	2
12	-3	2	-3
13	.	1	0
14	9	1	-1
15	-3	-3	-1
16	-12	0	7
17	.	0	4
18	4	-3	10
19	6	4	9
20	1	-1	-1

# Later entries.
no.	molecule	LGR2 antag	S100A4 MyoIIA	esBAF inh	Statin myotox sup
21	CCOc1ccc(NC(=O)CC2SC(N)=NC2=O)c([N+](=O)[O-])c1 (stereo not given)	7	-4	3	13
22	CCCCC(=O)Nc1cccc(-c2cn3ccccc3n2)c1	11	1	25	-37
23	Cc1cc(C(=O)COC(=O)c2ccc(O)cc2)c(C)n1CC(F)(F)F	-109	1	95*	4
24	NC(=O)C1CCN(C(=O)CN2CCN(c3cccc(C(F)(F)F)c3)CC2)CC1	.	.	1	5
25	CCCNC(=O)[C@H]1[C@H](CO)[C@H]2Cn3c(ccc(-c4ccncc4)c3=O)[C@H]2N1C(=O)c1ccccc1F	-16	0	2	-13
26	Cc1ccc(C2C(C#N)=C(N)Oc3n[nH]c(C)c32)cc1 (stereo not given)	.	.	-4	1
27	COc1ccc(-c2csc(Nc3ccc(S(=O)(=O)Nc4cc(C)on4)cc3)n2)cc1	-3	2	.	.
28	O=C1c2ccccc2N2C(=O)c3ccccc3C2N1Cc1ccccc1 (stereo not given)	-5	-5	-3	-4
29	CN(C)Cc1cn(CC[C@@H]2CC[C@@H](NC(=O)Nc3ccc4c(c3)OCO4)[C@@H](CO)O2)nn1	2	-4	5	8
30	CCOc1cc2[nH]c(=S)n(CCN3CCC(C)CC3)c(=O)c2cc1OCC	.	3	-5	-8

no.	FN deposition inh	SIRT5 inh	Casp6 inh
21	0	2	-5
22	.	-5	-2
23	2	0	-2
24	2	.	.
25	.	-67	0
26	-11	.	.
27	3	11	7
28	4	1	2
29	1	2	-1
30	18	1	-1

# Further compounds
no.	molecule	LGR2 antag	S100A4 MyoIIA	esBAF inh	Statin myotox sup
31	CN1C(=O)C2(c3ccccc31)c1c(oc3ccccc3c1=O)C(=O)N2CCO (stereo not given)	9	-5	1	-2
32	C[C@@H]1CN([C@H](C)CO)C(=O)c2cc(C#CCN(C)C)cnc2O[C@@H]1CN(C)C(=O)c1cnccn1	-9	10	3	6
33	c1ccc(CCNc2nc3ccccc3s2)cc1	-50	-5	55*	-8
34	CCCCCC1CC(/C(C)=N/NC(N)=O)OC1=O (stereo not given)	16	.	2	-5
35	CNC(=O)c1ccc(NC(=O)/C=C/c2cccc(F)c2)cc1	-31	-2	.	.
36	C[C@@H]1CCCCO[C@H](CN(C)C(=O)CCCN(C)C)[C@@H](C)CN([C@H](C)CO)C(=O)c2cc(NC(=O)Nc3ccc(F)cc3)ccc2O1	-4	3	-7	.
37	O=C(c1ccc(COc2ccccc2)o1)N1CCN(S(=O)(=O)c2ccccc2Cl)CC1	5	-9	0	11
38	NC(=O)NCCN1CCN(c2ncc(C(F)(F)F)cc2Cl)CC1	-19	16	.	.
39	C[C@H]1CN([C@@H](C)CO)C(=O)c2cc(NC(=O)Cc3cn(C)c4ccccc34)ccc2O[C@@H]1CN(C)Cc1ccc(C(=O)O)cc1	14	4	-1	-3
40	O=c1c2c3c(sc2ncn1/N=C/c1ccncc1)CCCC3	11	8	-1	3

no.	FN deposition inh	SIRT5 inh	Casp6 inh
31	-7	-7	-2
32	.	0	-1
33	-2	-2	-1
34	.	.	.
35	-17	-6	0
36	.	3	-2
37	-4	-1	4
38	-16	-3	.
39	.	-1	2
40	4	3	-5

# (continued)
no.	molecule	LGR2 antag	S100A4 MyoIIA	esBAF inh	Statin myotox sup
41	C[C@@H]1CCCCO[C@@H](CN(C)C(=O)Nc2ccc3c(c2)OCO3)[C@H](C)CN([C@H](C)CO)C(=O)c2cc(NC(=O)CCCN(C)C)ccc2O1	-10	8	-2	.
42	Cc1cc(C)n(S(=O)(=O)c2cc(C)c(C)cc2C)n1	.	.	-1	4
43	CO[C@@H]1CN(C)C(=O)c2ccc(NC(=O)Cc3ccccc3)cc2OC[C@H](C)N(CC2CC2)C[C@H]1C	6	-1	-4	-19
44	COc1ccc(C(=O)N2CCCCC2c2cc(C(=O)Nc3ccccc3)no2)cc1 (stereo not given)	-5	1	2	-2
45	COc1ccc(CNS(=O)(=O)c2cc(-c3cc(C)no3)ccc2C)cc1OC	2	6	3	-7
46	NC(=O)NC(Cc1ccccc1)c1ccccc1 (stereo not given)	-10	-4	0	15
47	COc1ccc(-c2c(C)nn3c(Cl)c(C)c(C)nc23)cc1	9	0	-3	-7
48	C[C@@H]1CCCCO[C@H](CN(C)CC2CCCCC2)[C@H](C)CN([C@@H](C)CO)C(=O)c2cc(NC(=O)Nc3ccc4c(c3)OCO4)ccc2O1	16	4	1	62
49	CC1=C(C(=O)OC2CCCCC2)C(c2ccco2)C2=C(CC(C)(C)CC2=O)N1 (stereo not given)	-1	.	20	-13
50	COCCNC(=O)c1ccc(NS(=O)(=O)c2ccc3[nH]c(=O)[nH]c3c2)cc1	-2	7	6	-4

no.	FN deposition inh	SIRT5 inh	Casp6 inh
41	.	-1	2
42	3	.	.
43	6	3	0
44	13	-2	2
45	9	0	2
46	.	-3	-14
47	-6	-1	2
48	.	-4	1
49	.	.	.
50	-4	-3	-6

# 6 entries picked at random from the list so far:
no.	molecule	LGR2 antag	S100A4 MyoIIA	esBAF inh	Statin myotox sup
46	NC(=O)NC(Cc1ccccc1)c1ccccc1 (stereo not given)	-10	-4	0	15
42	Cc1cc(C)n(S(=O)(=O)c2cc(C)c(C)cc2C)n1	.	.	-1	4
50	COCCNC(=O)c1ccc(NS(=O)(=O)c2ccc3[nH]c(=O)[nH]c3c2)cc1	-2	7	6	-4
47	COc1ccc(-c2c(C)nn3c(Cl)c(C)c(C)nc23)cc1	9	0	-3	-7
43	CO[C@@H]1CN(C)C(=O)c2ccc(NC(=O)Cc3ccccc3)cc2OC[C@H](C)N(CC2CC2)C[C@H]1C	6	-1	-4	-19
49	CC1=C(C(=O)OC2CCCCC2)C(c2ccco2)C2=C(CC(C)(C)CC2=O)N1 (stereo not given)	-1	.	20	-13

no.	FN deposition inh	SIRT5 inh	Casp6 inh
46	.	-3	-14
42	3	.	.
50	-4	-3	-6
47	-6	-1	2
43	6	3	0
49	.	.	.

# Continued.
no.	molecule	LGR2 antag	S100A4 MyoIIA	esBAF inh	Statin myotox sup
51	COc1ccc(Cl)c(NCCC(=O)O)c1	.	.	0	0
52	C[C@H]1CN([C@@H](C)CO)C(=O)c2cc(NC(=O)C3CCCCC3)ccc2O[C@H]1CN(C)Cc1ccncc1	14	2	3	-4
53	C[C@H]1CN([C@@H](C)CO)C(=O)c2cc(C#Cc3cccnc3)cnc2O[C@@H]1CN(C)Cc1ccc(F)cc1	-10	-1	9	-3
54	C#CCNC(=O)C1=C[C@H](C2CCCCC2)[C@@H](CCCO)[C@H](OCC)O1	6	-3&1	-7	-2
55	CC(C)(C)c1ccc(C(=O)Nc2ccc(NC(=O)C(=O)O)cc2)o1	12	-3	.	.
56	O=C(NNC(=O)c1ccccc1[N+](=O)[O-])c1ccccn1	-1	2	.	.
57	CC(=O)N1c2ccc(S(=O)(=O)N3CCC(C(=O)Nc4cccc(C)c4)CC3)cc2CC1C (stereo not given)	-14	1	0	35
58	C[C@H]1CN([C@@H](C)CO)C(=O)c2cc(NC(=O)CCCCCC(=O)Nc3ccccc3N)ccc2O[C@H]1CN(C)Cc1ccncc1	-18	-6	3	.
59	COc1ccc2c3c([nH]c2c1)[C@@H](CO)N(C(=O)C1CCCC1)CC31CCN(Cc2cccc(F)c2)CC1	-6	-1	.	.
60	Cc1cc(C)c(NC(=O)CNC(=O)COC(=O)CNC(=O)c2ccc(Cl)cc2Cl)c(C)c1	20	-2	3	10
61	COc1ccc(NC(=O)N(C)C[C@H]2Oc3ccc(NS(=O)(=O)c4ccccc4)cc3C(=O)N([C@H](C)CO)C[C@@H]2C)cc1	9&5	-6	-1&-7	8
62	Cn1c(=O)c2c(SCC(=O)NC3CCCC3)nc(CC(C)(C)C)nc2n(C)c1=O	-11	7	.	.

no.	FN deposition inh	SIRT5 inh	Casp6 inh
51	-27	.	.
52	.	-4	0
53	.	6	.
54	3	-2	-2&1
55	3	0	5
56	2	1	-3
57	0	2	-2
58	.	0	2
59	.	5	0
60	6	-3	2
61	5	-2	0
62	3	-12	-1

# Not all compounds are listed; count on the stated rates, not on these rows.
